# Screening results from PubChem.
# Menin MLL FP TR: displaces Texas Red mutant MLL peptide from human menin; actives 0.23% (n = 270,000); O00255; Potency, µM (series often up to 61.6 µM), without a hit: at the highest dose FP activity change, negative = inhibition, most hits filed as inhibitors; Menin + Texas Red MLL mutant peptide, fluorescence polarization; active = well fitted inhibition curve with a large enough effect in the polarisation, with a control signal flat, not every such curve was filed as active; inconclusive = small, poorly fitted or top-dose-only effect, or effect the other way, or a change in a side signal; inactive = no such curve, though single readings can be large or run the other way; the % refers to the polarisation; also: % of control where 0% means no effect; many of its hits are not listed in these tables
# Target sequence (O00255 whole entry, looked up): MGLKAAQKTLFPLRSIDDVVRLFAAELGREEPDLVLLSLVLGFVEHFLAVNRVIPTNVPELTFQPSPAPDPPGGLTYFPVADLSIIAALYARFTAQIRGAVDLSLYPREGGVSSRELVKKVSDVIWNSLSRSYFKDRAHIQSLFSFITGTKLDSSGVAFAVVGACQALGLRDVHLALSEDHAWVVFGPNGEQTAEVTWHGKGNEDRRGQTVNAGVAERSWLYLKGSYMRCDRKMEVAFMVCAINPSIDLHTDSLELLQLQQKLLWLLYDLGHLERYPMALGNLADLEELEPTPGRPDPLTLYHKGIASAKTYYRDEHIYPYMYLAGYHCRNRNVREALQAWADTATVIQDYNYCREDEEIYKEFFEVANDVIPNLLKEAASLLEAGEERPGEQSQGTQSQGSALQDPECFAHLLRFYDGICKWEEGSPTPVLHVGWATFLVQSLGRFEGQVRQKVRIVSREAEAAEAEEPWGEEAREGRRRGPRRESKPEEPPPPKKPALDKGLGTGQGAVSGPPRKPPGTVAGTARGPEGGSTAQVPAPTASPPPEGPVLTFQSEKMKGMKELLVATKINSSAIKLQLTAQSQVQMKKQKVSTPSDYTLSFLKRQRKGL
# VP16 counter: inhibits Gal4-VP16 luciferase reporter, ROR gamma counter-screen. actives 3.5% (n = 310,000). Potency, µM (highest dose often 53.6 µM), for inactives: at the top dose activity, negative = inhibition, usual class: inhibitors. Drosophila S2 Gal4-VP16 UAS-luciferase, luminescence, 20 h;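 also: Gal4-VP16 expression switched on by copper sulfate through the metallothionein promoter; % is scaled to controls: 0 for no effect and ±100 for the full control effect; nearly all actives have a fitted effect of over 50% in size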
# RORg inh: inhibitors of mouse ROR gamma transcriptional activity; Drosophila S2 Gal4-RORgamma UAS-luciferase reporter, 20 h; AID 2551; actives 5.4% (n = 310,000); Potency, µM (titrated, usually from 53.6 µM), for inactives: at the top dose activity change, negative = inhibition, hits mostly inhibitors; P51450; also: % is scaled to controls: 0 for no effect and ±100 for the full control effect; nearly all actives have a fitted effect of over 60% in size
# Target sequence (P51450 whole entry, looked up, the tested form may be a part): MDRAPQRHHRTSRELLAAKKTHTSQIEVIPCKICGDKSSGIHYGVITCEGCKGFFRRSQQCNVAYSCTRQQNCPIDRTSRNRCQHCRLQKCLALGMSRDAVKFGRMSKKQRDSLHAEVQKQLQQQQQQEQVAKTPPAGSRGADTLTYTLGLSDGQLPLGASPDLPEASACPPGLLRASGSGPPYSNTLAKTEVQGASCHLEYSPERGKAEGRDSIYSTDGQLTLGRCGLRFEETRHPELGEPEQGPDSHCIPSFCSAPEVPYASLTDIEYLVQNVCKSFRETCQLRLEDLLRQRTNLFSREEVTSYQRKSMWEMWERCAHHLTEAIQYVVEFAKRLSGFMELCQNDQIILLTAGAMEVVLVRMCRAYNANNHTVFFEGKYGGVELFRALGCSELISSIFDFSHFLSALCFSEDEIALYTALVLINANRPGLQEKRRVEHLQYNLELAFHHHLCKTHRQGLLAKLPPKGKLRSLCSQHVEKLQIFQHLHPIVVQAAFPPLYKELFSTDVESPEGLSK
#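 Drosophila S2 cells stably expressing Gal4-DBD/mouse RORγ fusion under metallothionein promoter plus UAS-luciferase; compound 1 h, then 700 uM CuSO4 induction for 20 h at ambient temperature; inhibition read as reduced luminescence.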
# An asterisk follows results filed as active; ? = inconclusive; & = joins results of further samples; [ ] = remark or other dose. Unless noted, calls follow the shape of the dose curve; as a rule, active = well fitted curve in the direction sought with a large enough effect; inconclusive = small, poorly fitted or top-dose-only effect, or another doubt; inactive = no such curve, though single readings can be large; an effect the other way counts as inactive or inconclusive. Potency is read from the fitted curve at half-maximal effect.
# Start of the data: the first two records, to show the layout:
SMILES,Menin MLL FP TR,VP16 counter,RORg inh
CCCCC[C@H](O)/C=C/C=C\C/C=C\CCCCC(=O)O,1%,-4%,-14%
CC(C)(C)NC[C@H](O)c1cc(O)cc(O)c1,1%[24.8 µM],1%[17 µM],7%[16.9 µM]

# Main list, from the start:
SMILES,Menin MLL FP TR,VP16 counter,RORg inh
CCCCC[C@H](O)/C=C/C=C\C/C=C\CCCCC(=O)O,1%,-4%,-14%
CC(C)(C)NC[C@H](O)c1cc(O)cc(O)c1,1%[24.8 µM],1%[17 µM],7%[16.9 µM]
COc1ccc(OC)c(-c2nnc3n2N=C(c2c(OC)cccc2OC)CS3)c1,-15%,4%,-2%
CCNc1ncc2ncc(=O)n(CCOC)c2n1,-23%,-3%,-29%
Cc1cc(C)c2c(-c3ccc(-c4ccc(C(F)(F)F)cc4)cc3)cc(=O)oc2c1,3%,-6%,31%
CO/N=C\c1ccc(C(=O)N2[C@H](c3ccc(C)cc3)[C@@H](C)CC[C@H]2C(=O)OC)cc1,-14%[11.7 µM],2%[10 µM],-1%[10 µM]
Fc1ccccc1-c1nc(-c2ccccc2)oc1NC1CCCCC1,-1%,-13%,1%
COc1ccccc1CNc1cc(-c2ccccc2OC)ncn1,-1%,6%,-6%
COc1cccc2c1OC(=O)CC2c1ccccc1C (centres undefined),-16%[94.6 µM],6%[96.6 µM],-29%[96.6 µM]
COc1ccccc1-c1nccc(NCc2cnc(C)cn2)n1,-10%,5%,1%
Cc1cccc(CNc2cc(-c3ccccc3C)ncn2)c1,-1%,5%,1%
CC1(C)CCCC2(C)C3C(O)CC2(C)C(O)C31 (centres undefined),-1%,-10%,-5%
CCCCC/C=C\CC1OC1C/C=C\C/C=C\CCCC(=O)O (centres undefined),10%,3%,-4%
CC(Oc1ccc(O)cc1)(P(=O)(O)O)P(=O)(O)O,0%[24.8 µM],5%,-6%
Cn1c(=O)c(CCc2ccccc2)nc2cncnc21,3%,-10%,-13%
Oc1cccc(O)c1,3%&2%,6%&-9%,?
COc1ccc(CNc2ncncc2-c2ccccc2Cl)c(OC)c1,10%,0%,9%
COc1cc(/C=C/C(=O)c2c(O)cc(C)oc2=O)ccc1O,23%,5%,?
O=c1c(-c2ccccc2)nc2cnc(N3CCNCC3)nc2n1Cc1ccc(F)cc1,15%,-22%,-13%
CCNc1ncc2nc(CCc3ccccc3)c(=O)n(CCOC)c2n1,16%,-8%,-1%
Nc1ncnc2[nH]c(=O)[nH]c12,9%,4%,-9%
CC[C@H](C)[C@H](NC(=O)CNC(=O)[C@@H](NC(=O)[C@@H](NC(=O)[C@H](Cc1ccc(O)cc1)NC(=O)[C@H](CC(C)C)NC(=O)[C@H](C)NC(=O)[C@H](CCC(N)=O)NC(=O)CNC(=O)[C@@H]1CCCN1C(=O)CNC(=O)[C@H](Cc1ccccc1)NC(=O)[C@H](Cc1cnc[nH]1)NC(=O)[C@@H](NC(=O)CNC(=O)[C@H](CCCNC(=N)N)NC(=O)[C@H](CCCNC(=N)N)NC(=O)[C@@H](NC(=O)[C@H](CC(N)=O)NC(=O)[C@@H](N)CS)[C@@H](C)O)[C@@H](C)CC)[C@@H](C)O)[C@@H](C)O)C(=O)O,-24%,-5%,9%
CO[C@@H]1COC(=O)[C@H]2CCCN2C(=O)[C@@H](C)COC(=O)[C@H](COCc2ccccc2)NC(=O)C/C=C\[C@H]1C,8%[11.7 µM],6%[10 µM],-2%[10 µM]
c1ccc(-c2n[nH]c3c2oc2ccccc23)cc1,?,-22%,-41%
CC(C)(C)NC[C@@H](O)COc1nsnc1N1CCOCC1,4%,1%,-13%

# Ten compounds from above, arranged by length of the SMILES, lowest first.
SMILES,Menin MLL FP TR,VP16 counter,RORg inh
Nc1ncnc2[nH]c(=O)[nH]c12,9%,4%,-9%
COc1cccc2c1OC(=O)CC2c1ccccc1C (centres undefined),-16%[94.6 µM],6%[96.6 µM],-29%[96.6 µM]
COc1ccccc1CNc1cc(-c2ccccc2OC)ncn1,-1%,6%,-6%
COc1ccccc1-c1nccc(NCc2cnc(C)cn2)n1,-10%,5%,1%
CCCCC/C=C\CC1OC1C/C=C\C/C=C\CCCC(=O)O (centres undefined),10%,3%,-4%
COc1cc(/C=C/C(=O)c2c(O)cc(C)oc2=O)ccc1O,23%,5%,?
Cc1cc(C)c2c(-c3ccc(-c4ccc(C(F)(F)F)cc4)cc3)cc(=O)oc2c1,3%,-6%,31%
CO/N=C\c1ccc(C(=O)N2[C@H](c3ccc(C)cc3)[C@@H](C)CC[C@H]2C(=O)OC)cc1,-14%[11.7 µM],2%[10 µM],-1%[10 µM]
CO[C@@H]1COC(=O)[C@H]2CCCN2C(=O)[C@@H](C)COC(=O)[C@H](COCc2ccccc2)NC(=O)C/C=C\[C@H]1C,8%[11.7 µM],6%[10 µM],-2%[10 µM]
CC[C@H](C)[C@H](NC(=O)CNC(=O)[C@@H](NC(=O)[C@@H](NC(=O)[C@H](Cc1ccc(O)cc1)NC(=O)[C@H](CC(C)C)NC(=O)[C@H](C)NC(=O)[C@H](CCC(N)=O)NC(=O)CNC(=O)[C@@H]1CCCN1C(=O)CNC(=O)[C@H](Cc1ccccc1)NC(=O)[C@H](Cc1cnc[nH]1)NC(=O)[C@@H](NC(=O)CNC(=O)[C@H](CCCNC(=N)N)NC(=O)[C@H](CCCNC(=N)N)NC(=O)[C@@H](NC(=O)[C@H](CC(N)=O)NC(=O)[C@@H](N)CS)[C@@H](C)O)[C@@H](C)CC)[C@@H](C)O)[C@@H](C)O)C(=O)O,-24%,-5%,9%

# Additional records follow:
SMILES,Menin MLL FP TR,VP16 counter,RORg inh
COc1ccc(O[C@H]2C=C[C@@H](c3ccccc3)O[C@H]2CO/N=C(/C)CCC(=O)OC[C@@H]2O[C@H](C#Cc3ccccc3)C=C[C@@H]2Oc2ccc(C)cc2)cc1,8%[11.7 µM],2%[10 µM],16%[10 µM]
CC1(C)[C@@H]2CC[C@@]1(C)C(=O)C2,11%[24.8 µM],1%&4%&-1%,-9%&0%&-24%
CC(C)=NOC[C@@H](O)COCc1ccco1,6%[11.7 µM],0%[10 µM],4%[10 µM]
CC(C)=CCC/C(C)=C/C=C/C(C)=C/C=C/C(C)=C/C=C/C=C(C)/C=C/C=C(C)/C=C/C=C(\C)CCC=C(C)C,-4%,18%,-1%[10 µM]
Cc1nc2cnc(N(C)C)nc2n(CCC#N)c1=O,-4%,-10%,-10%
Cc1cnc(CNc2ccnc(-c3ccccc3C(F)(F)F)n2)cn1,-14%,-1%,0%
CCCC[C@H](NC(=O)[C@H](CC(C)C)NC(=O)[C@@H](Cc1c[nH]c2ccccc12)NC(=O)[C@H](Cc1ccccc1)NC(=O)[C@@H](Cc1c[nH]c2ccccc12)NC(=O)[C@H](CC(N)=O)NC(=O)[C@@H](Cc1c(Cl)cccc1Cl)NC(=O)[C@@H]1CCCN1C(=O)[C@H](Cc1ccccn1)NC(=O)[C@@H]1CCCN1C(=O)[C@H](N)CCCCNC(=O)c1cccnc1)C(N)=O,-18%,-9%,0%
O=C(O)COc1ccc(CCNS(=O)(=O)c2ccccc2)s1,-2%,-3%,0%
COCC(=O)N1CCC2(CCCN(Cc3cc(C(F)(F)F)cc(C(F)(F)F)c3)C2)CC1,-17%,-8%,-4%
O=C(O)CCNC(=O)c1ccc(N=Nc2ccc(O)c(C(=O)O)c2)cc1,4%,5%,1%[10 µM]
C[C@H](N)CCCC(C)(C)O,1%[24.8 µM],-5%[17 µM],-2%[16.9 µM]
O=C(Nc1cccc(F)c1)N1CCC2(CCNCC2)CC1,7%,-6%,3%
CCNc1ncc2nc(C)c(=O)n(-c3ccc(OC)cc3)c2n1,-1%,2%,-12%
CCOc1ccc2nc3cc(N)ccc3c(N)c2c1,?,?,-2%[10 µM]
CCNc1ncc2nc(-c3ccc(Cl)cc3)c(=O)n(C)c2n1,0%,-3%,-10%
C=CCC1C=CC(Oc2ccc(OC)cc2)C(COC(=O)c2ccc(Br)cc2)O1 (centres undefined),-5%[11.7 µM],-12%[10 µM],14%[10 µM]
COC(=O)N1CCC2(CCCN(C(=O)Nc3ccc(OC)cc3)C2)CC1,-1%,-1%,-12%
CC(C)CO/N=C1/[C@H]2O[C@@H]2[C@@H](O)[C@H]2[C@H]1CCn1c(=O)n(-c3ccccc3)c(=O)n12,12%[11.7 µM],3%[10 µM],0%[10 µM]
CC(C)CN1CC2(CCN(C(=O)c3cnccn3)CC2)C1,0%,4%,-4%
CN1CCN(c2ncc3nc(CCc4ccccc4)c(=O)n(Cc4cccs4)c3n2)CC1,15%,8%,-28%
N#Cc1cccc(-c2ccc3ncnc(N4CCNCC4)c3c2)c1,-5%,-5%,12%
C[N+]1(C)CCC[C@@H](OC(=O)C(O)(c2ccccc2)c2ccccc2)C1,7%[24.8 µM],-7%[17 µM],6%[2.98 µM]
COc1ccc(C(OCCN2CCC[C@H](C(=O)O)C2)(c2ccc(OC)cc2)c2ccc(OC)cc2)cc1,-7%,-10%,26%
CC(=O)OC[C@@H]1O[C@@H](O/N=C2/C[C@@H](O)[C@@H](O)[C@@H]3[C@@H]4C(=O)N(c5cccc(Oc6ccccc6)c5)C(=O)[C@H]4CC[C@H]23)[C@H](OC(C)=O)[C@H](OC(C)=O)[C@@H]1OC(C)=O,0%[11.7 µM],-3%[10 µM],1%[10 µM]
COc1ccc(OC2C(O)COC2/C=C/c2ccccc2)cc1 (centres undefined),-9%&1%[11.7 µM],10%&3%[10 µM],11%&30%[10 µM]

# The listing continues:
SMILES,Menin MLL FP TR,VP16 counter,RORg inh
CC[C@H](C)[C@H](NC(=O)[C@H](CCCNC(=N)N)NC(=O)[C@@H](NC(=O)[C@H](CCCNC(=N)N)NC(=O)[C@H](CCCCN)NC(=O)[C@H](CCCNC(=N)N)NC(=O)[C@@H](NC(=O)[C@H](CC(N)=O)NC(=O)[C@@H](N)CS)[C@@H](C)O)[C@@H](C)CC)C(=O)N[C@@H](CCC(N)=O)C(=O)N[C@@H](CCCNC(=N)N)C(=O)NCC(=O)N1CCC[C@H]1C(=O)NCC(=O)N[C@@H](CCCNC(=N)N)C(=O)N[C@@H](C)C(=O)N[C@@H](Cc1ccccc1)C(=O)N[C@H](C(=O)N[C@H](C(=O)N[C@H](C(=O)NCC(=O)N[C@@H](CCCCN)C(=O)O)[C@@H](C)CC)[C@@H](C)O)C(C)C,?,-6%,2%
CO[C@@H]1COC(=O)C/C=C\[C@@H](C)COC(=O)[C@H](Cc2ccccc2)NC(=O)C/C=C\[C@H]1C,-2%[11.7 µM],-8%[10 µM],10%[10 µM]
O=C1[C@H]2[C@H]3[C@H](O)[C@H](O)C/C(=N/OC[C@@H](O)COCc4ccco4)[C@H]3CC[C@@H]2C(=O)N1C1CCCCC1,-12%[11.7 µM],-12%[10 µM],9%[10 µM]
O=C(OCCO)c1ccccc1O,15%,4%,3%
CCOc1ccccc1O[C@@H](c1ccccc1)[C@@H]1CNCCO1,?,5%,7%
CC(=O)OC1CC2C(C)(C)C(O)C=C[C@@]2(C)C2CC[C@@]3(C)C(c4ccoc4)OC(=O)C4OC43[C@]12C (some centres undefined),3%,-10%,-12%
Cc1ccccc1-c1cncnc1N1CCNCC1,?,12%,0%
CC[C@H](CC[C@H](C)[C@@H]1CC[C@@H]2[C@H]3CC=C4C[C@@H](O)CC[C@]4(C)[C@H]3CC[C@]21C)C(C)C,-10%[24.8 µM],-2%[17 µM],0%[16.9 µM]
Cc1ccc(CC2(O)CCN(CCOc3ccc(O)cc3)CC2)cc1,-10%,2%,-10%
Nc1ncnc2c1nc(Br)n2[C@@H]1O[C@H]2COP(=O)(O)O[C@@H]2[C@@H]1O,2%,3%,5%
Cn1cccc1C(=O)N1CCC[C@@]2(CCN(c3ccccc3)C2)C1,-9%,39%,2%
CN(C)c1cccc(OC2C=CC(C#Cc3ccccc3)OC2CO)c1 (centres undefined),6%[11.7 µM],8%[10 µM],-15%[10 µM]
O=C(/C=N/O)NCCCCNC(=O)/C=N/O,-1%[11.7 µM],-8%[10 µM],-13%[10 µM]
COc1cccc(-c2nc(NCc3ccccc3)c3ccccc3n2)c1,14%,-30%,29%
CCOCCn1c(N2CCCN(C)CC2)nc2ccccc21,-2%,-5%,-1%
Cc1ccccc1OC1C=CC(C#Cc2ccc(Br)cc2)OC1CO (centres undefined),0%[11.7 µM],-6%[10 µM],1%[10 µM]
COCC(=O)N1CCC2(CCCN(Cc3nccs3)C2)CC1,-2%,7%,-7%
C=C1c2ccccc2O[C@H](C(=O)OCC)C1OC (mixture of isomers),-6%[94.6 µM],10%[96.6 µM],1%[96.6 µM]
COc1cc(OC)c2c(c1Cl)O[C@@]1(C2=O)[C@H](C)CC(=O)C[C@@H]1OC,0%[24.8 µM],-5%[17 µM],-21%[16.9 µM]
Fc1ccc(Nc2ncncc2-c2ccccc2C(F)(F)F)cc1,?,1%,?
CC(=O)N[C@@H](CSC/C=C(\C)CC/C=C(\C)CCC=C(C)C)C(=O)O,-4%,10%,-28%
COc1ccc2[nH]cc(CCNc3ncnc4ccc(-c5cccnc5)cc34)c2c1,?,0%,?

# This is a subset. The share of hits here may be higher or lower than overall.
